Assay outcomes from PubChem.
LYPLA2 counter: LYPLA2 (human) inhibition in PME1 counter-screen; inhibition, % at 5.9 µM; 320,000 tested, 0.38% active; O95372; AID 2177; recombinant LYPLA2, FP-Rh probe fluorescence polarization;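 active = inhibition above the screen-wide mean plus 3 SD, limit set per campaign, cut at about 26% in these data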;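 also: 0% = LYPLA2 with DMSO and 100% = wells lacking LYPLA2 enzyme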
PREPL inh: inhibits the human prolyl oligopeptidase-like enzyme. inhibition, % at 5.96 µM. recombinant PREPL, fluorescence polarization activity-based probe. Q4J6C6. AID 2751. 320,000 tested, 0.68% active; in the data active = inhibition above about 43%;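 also: 0% = enzyme with DMSO and 100% = wells lacking enzyme; many of its hits are not listed in these tables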
pPAFAH FP inh: inhibitors of human plasma PAF acetylhydrolase (pPAFAH). Q13093. recombinant pPAFAH, FP-rhodamine probe fluorescence polarization. inhibition, % at 3.39 µM. 330,000 tested, 1.5% active;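 active = inhibition above the mean inhibition across the screen plus 3 SD, cut at about 25% in these data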;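 also: inhibitors block binding of the rhodamine activity-based probe so polarization drops; 0% = enzyme with DMSO and 100% = wells lacking pPAFAH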
Target sequence (Q13093 whole entry, looked up): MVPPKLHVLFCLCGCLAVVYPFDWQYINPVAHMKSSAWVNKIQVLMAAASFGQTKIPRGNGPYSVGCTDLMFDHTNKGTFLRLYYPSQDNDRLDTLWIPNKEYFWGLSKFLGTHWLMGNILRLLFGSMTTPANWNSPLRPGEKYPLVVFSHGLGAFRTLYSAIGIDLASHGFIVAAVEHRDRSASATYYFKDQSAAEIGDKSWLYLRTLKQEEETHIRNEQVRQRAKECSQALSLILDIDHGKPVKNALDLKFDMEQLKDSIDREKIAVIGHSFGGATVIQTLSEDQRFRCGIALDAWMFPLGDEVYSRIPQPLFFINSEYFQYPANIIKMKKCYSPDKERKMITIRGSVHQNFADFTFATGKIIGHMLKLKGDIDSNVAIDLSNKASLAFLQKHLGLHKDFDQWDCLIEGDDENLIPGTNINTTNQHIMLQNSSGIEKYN
GSTO1 counter: blocks human GSTO1 in RBBP9 counter-screen. P78417. recombinant GSTO1, activity-based probe fluorescence polarization. inhibition, % at 5.96 µM. 300,000 tested, 1.1% active. AID 1974;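 active = inhibition above the campaign mean inhibition plus 3 SD, cut at about 35% in these data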;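 also: 0% = GSTO1-1 with DMSO and 100% = wells lacking GSTO1-1 enzyme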
PME-1 inh: blocks human protein phosphatase methylesterase 1 | AID 2130 | recombinant PME-1, FP-Rh probe fluorescence polarization | inhibition, % at 5.9 µM | Q9Y570 | 320,000 tested, 0.53% active;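 active = inhibition above the campaign mean of all compounds plus 3 SD, cut at about 26% in these data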;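 also: competitive labeling of PME-1 active site by serine hydrolase directed probe; 0% = PME-1 with DMSO and 100% = wells lacking PME-1 enzyme; inhibitors block probe labeling so polarization falls and inhibition rises; many of its hits are not listed in these tables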
Target sequence (Q9Y570 whole entry, looked up): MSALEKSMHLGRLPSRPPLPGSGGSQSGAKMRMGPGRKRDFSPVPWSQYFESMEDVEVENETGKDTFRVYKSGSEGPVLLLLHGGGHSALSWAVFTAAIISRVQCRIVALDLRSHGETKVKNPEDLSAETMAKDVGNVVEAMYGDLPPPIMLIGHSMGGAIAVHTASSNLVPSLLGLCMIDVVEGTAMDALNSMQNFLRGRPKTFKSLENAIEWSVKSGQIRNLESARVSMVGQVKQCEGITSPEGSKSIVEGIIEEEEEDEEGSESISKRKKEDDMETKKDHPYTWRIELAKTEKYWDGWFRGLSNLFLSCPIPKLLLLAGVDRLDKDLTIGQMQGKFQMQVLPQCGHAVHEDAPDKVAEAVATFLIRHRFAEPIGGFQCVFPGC
PAFAH1B2 FP inh: PAFAH1B2 (human) inhibition; P68402; recombinant PAFAH1B2, FP-rhodamine activity probe, fluorescence polarization; inhibition, % at 3.39 µM; 340,000 tested, 1.2% active; AID 492953;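 active = inhibition above the mean of all tested compounds plus 3 SD, cut at about 24% in these data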;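 also: 0% = enzyme with DMSO and 100% = wells lacking PAFAH1B2; many of its hits are not listed in these tables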
Target sequence (P68402 whole entry, looked up): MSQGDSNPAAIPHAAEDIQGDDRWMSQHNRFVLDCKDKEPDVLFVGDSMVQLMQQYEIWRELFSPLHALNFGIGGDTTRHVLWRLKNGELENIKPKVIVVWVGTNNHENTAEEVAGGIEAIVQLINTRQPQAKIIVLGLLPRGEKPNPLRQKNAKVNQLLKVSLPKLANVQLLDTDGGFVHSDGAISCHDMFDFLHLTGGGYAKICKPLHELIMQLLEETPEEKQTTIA
LYPLA1 inh: LYPLA1 (human) inhibition in PME1 counter-screen. O75608. recombinant LYPLA1, FP-Rh probe fluorescence polarization. inhibition, % at 5.9 µM. 320,000 tested, 0.16% active. AID 2174;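 active = inhibition above the mean of all tested compounds plus 3 SD, set per campaign, cut at about 14% in these data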;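 also: inhibitors block serine hydrolase probe labeling of LYPLA1 so polarization falls; 0% = enzyme with DMSO and 100% = wells lacking LYPLA1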
PAFAH1B3 FP inh: PAFAH1B3 (human) inhibition; recombinant PAFAH1B3, FP-rhodamine probe, fluorescence polarization; inhibition, % at 3.39 µM; 340,000 tested, 0.28% active; AID 492972;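 active = inhibition above the screen-wide average of all tested compounds plus 3 SD, cut at about 25% in these data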;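 also: 0% = enzyme with DMSO only and 100% = wells lacking PAFAH1B3 protein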
PAD4 FP inh: PAD4 (human) enzyme inhibition | AID 485272 | Q9UM07 | 330,000 tested, 0.41% active | recombinant PAD4, RCA probe fluorescence polarization | inhibition, % at 6.36 µM;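 active = percent inhibition above a cutoff equal to the mean of all tested compounds plus 3 SD, cut at about 15% in these data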;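 also: 0% = PAD4 with RCA probe and DMSO and 100% = probe without PAD4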
Starred values were filed as active, the others as inactive; nt = no result given.

SMILES | LYPLA2 counter | PREPL inh | pPAFAH FP inh | GSTO1 counter | PME-1 inh | PAFAH1B2 FP inh | LYPLA1 inh | PAFAH1B3 FP inh | PAD4 FP inh
O=C(Nc1cccc(S(=O)(=O)N2CCOCC2)c1)c1cc2ccccc2o1 | 1.2 | 15.3 | -0.2 | -3.8 | -2.6 | 6.5 | -2.3 | 0.8 | 5.1
Cc1cccc(C)c1OCC(=O)Nc1cccc(C(=O)O)c1 | 0.0 | -1.8 | 2.6 | 0.5 | -1.5 | 2.0 | -4.4 | 4.4 | -2.7
N#CC1=C(N)Oc2c(ccc3cccnc23)C1c1ccncc1 (configuration not stated) | -2.0 | 10.7 | 11.9 | 5.7 | 5.8 | nt | -3.2 | nt | 1.5
CCOC(=O)c1nn(-c2ccc(Cl)cc2C)ccc1=O | -0.5 | 14.2 | 0.7 | 3.1 | -1.1 | 3.7 | 1.1 | -2.5 | -3.8
CC(=O)NS(=O)(=O)c1ccc(NC(=O)c2cc(-c3cccs3)nc3ccccc23)cc1 | -1.9 | -2.6 | 1.0 | -5.5 | -4.0 | 2.2 | -2.5 | -6.1 | -8.1
Cc1nc(N/N=C/c2cccc(F)c2)cc(N2CCOCC2)n1 | 0.7 | -1.3 | 9.3 | -7.8 | -3.6 | 2.8 | -4.2 | 4.8 | 0.5
OC(COCC1COc2ccccc2O1)CN1CCCCC1 (configuration not stated) | 1.1 | 14.5 | 0.8 | -3.4 | 2.3 | 1.0 | -6.0 | 5.7 | 4.1
O=C(COc1ccc(Cl)cc1)N(Cc1ccco1)C1CCS(=O)(=O)C1 (configuration not stated) | 1.0 | 24.4 | 1.3 | 6.0 | 7.2 | -1.2 | 2.3 | 3.1 | 3.3
CC(=O)c1cc(C(=O)N2CCc3c([nH]c4ccccc34)C2C2CCCCC2)[nH]n1 (configuration not stated) | -1.9 | 4.5 | 4.4 | 7.8 | 1.5 | 2.5 | -1.5 | 3.4 | -1.1
CSc1nc(N)c2c3c(sc2n1)CN(C)CC3 | 2.3 | 15.6 | -1.1 | -0.1 | -3.2 | 5.6 | 2.1 | -3.6 | -6.0
COc1ccc(NC(=O)c2nc[nH]c2C(=O)N[C@H](C)c2ccccc2)cc1 | -8.4 | 7.1 | 4.5 | 0.7 | 5.0 | -0.4 | -3.2 | -5.7 | 1.0
CC1CCN(c2c(NCc3ccc(C(=O)NCCc4ccc(Cl)cc4)cc3)c(=O)c2=O)CC1 | 10.0 | 34.4 | 3.9 | 2.0 | -2.7 | 4.6 | 5.4 | 1.4 | -0.9
O=C(NCc1ccccn1)C1CCN(S(=O)(=O)c2ccccc2F)CC1 | 2.4 | 4.4 | 3.5 | nt | 7.9 | -3.8 | 0.4 | -3.2 | -3.3
CCOc1ccc(S(=O)(=O)N2CCC(C(=O)OC(C)C(=O)NC3CCCCC3C)CC2)cc1 (configuration not stated) | 3.8 | 2.8 | 2.3 | nt | 2.9 | 5.3 | 3.8 | 5.1 | 3.6
Nn1c(SCC(=O)NCCc2ccc(F)cc2)nnc1C1CCCCC1 | 3.1 | 5.4 | -0.8 | nt | -1.1 | 6.9 | -2.6 | 0.2 | -5.2
CNC(=O)CN(c1cc([N+](=O)[O-])ccc1OC)S(C)(=O)=O | 1.1 | 10.0 | 0.2 | -4.4 | 3.9 | 1.1 | 4.5 | 6.2 | -4.3
Cc1ccc(S(=O)(=O)N2CCN(CC(=O)N/N=C/c3ccc(C)o3)CC2)cc1 | 8.4 | 7.0 | 7.3 | 2.1 | -1.8 | 4.7 | 0.8 | 3.9 | 0.7
CC1(C)S[C@@H]2[C@H](NC(=O)[C@H](N)c3ccccc3)C(=O)N2[C@H]1C(=O)OC1OC(=O)c2ccccc21 (some centres not stated) | 3.2 | 1.1 | -1.2 | 0.3 | -4.1 | 0.0 | 0.3 | -1.6 | -5.5
COc1ccc2cc(CN(CC3COCCO3)S(=O)(=O)c3ccc(Cl)cc3)c(=O)[nH]c2c1 (configuration not stated) | -17.7 | -12.9 | -7.4 | -5.1 | -12.2 | 3.5 | -7.8 | 3.0 | 9.4
O=C(Nc1ccc([N+](=O)[O-])cc1Cl)c1cc(Cl)ccc1O | 5.3 | 14.2 | 12.9 | 1.4 | 9.1 | 8.2 | 0.2 | 4.3 | -2.7
COC(=O)C1=C(C)NC(C)=C(C(=O)OC)C1c1ccc(-c2cccc([N+](=O)[O-])c2)o1 | -19.5 | 7.6 | -1.7 | -11.8 | 2.1 | -1.1 | -11.4 | 3.7 | -4.9
CNC(=O)c1nnn(-c2ccccc2)c1C(=O)NC | 0.6 | 5.6 | 6.7 | 6.7 | -8.0 | 3.8 | 0.5 | 0.5 | 1.5
COc1cccc(N/C=C(\C#N)c2ccc(OCCCF)cc2)c1 | 25.2 | 3.3 | 11.7 | 4.2 | 4.3 | 2.0 | -2.5 | 4.4 | 1.0
CCOC(=O)C(C)Sc1nc2ccccc2c(=O)n1CC (configuration not stated) | -5.7 | 5.9 | -8.9 | -7.8 | -4.7 | 5.0 | -5.6 | -6.2 | -5.2
O=C(NN1C(=O)C2C3C=CC(C3)C2C1=O)c1cccc(Cl)c1 (configuration not stated) | 0.1 | 10.1 | 1.7 | 4.0 | -0.2 | 7.6 | 1.4 | 2.2 | -1.6
Cc1oc2c(CN3CCCC3)c(O)ccc2c(=O)c1-c1ccc(Cl)cc1 | 0.8 | -1.4 | 1.1 | 16.1 | 2.0 | -0.4 | 2.6 | 6.7 | 1.2
COc1ccc(C2C(C(=O)NCc3ccccc3)=C(C)Nc3ncnn32)cc1OC (configuration not stated) | 10.0 | 14.9 | 0.1 | -7.0 | -5.8 | 1.2 | 1.4 | -4.2 | -3.5
Cc1ccc(C2=NNC(=O)C(c3ccc(Cl)cc3)C2)cc1 (configuration not stated) | 4.6 | -58.1 | 0.3 | -4.3 | -1.0 | 9.0 | -5.8 | -2.5 | -7.4
Cc1cc(C)c(S(=O)(=O)NCc2cn3c(C)csc3n2)c(C)c1 | 0.1 | -14.5 | -0.2 | 12.7 | 3.7 | 6.1 | -5.9 | 6.7 | -3.8
Cc1cc(C)c(OCC(=O)Nc2ccc3c(c2)OCO3)cc1C | -2.0 | 10.5 | -2.3 | 1.1 | -2.8 | 2.0 | 0.1 | 6.9 | 4.1
Cn1c(N)c(C(=O)CSc2nc(C3CC3)n(-c3ccccc3)n2)c(=O)[nH]c1=O | 2.9 | 18.6 | 31.8* | nt | 4.3 | 3.4 | -3.8 | 2.8 | 2.5
CC(C)NC(=O)NC(=O)CN1c2cccc3cccc(c23)S1(=O)=O | 0.7 | 2.3 | 1.1 | 7.4 | 5.0 | 4.1 | -0.7 | 0.5 | -0.9
Cn1c(/C(C#N)=C/c2ccc(O)cc2)nc2ccccc21 | 3.3 | -5.1 | -1.4 | 4.8 | 5.6 | 1.5 | -2.0 | 3.3 | 3.4
COc1ccc(-c2coc3cc(OC(C)=O)c(OC)cc3c2=O)cc1 | nt | 27.4 | 10.7 | nt | nt | -0.7 | nt | 7.2 | -2.6
Cc1ccccc1NC(=O)Cc1nc(COC(=O)CCC(=O)c2ccccc2)cs1 | -0.2 | -1.9 | 4.2 | nt | -0.2 | 9.5 | -0.8 | 12.4 | -7.5
Cc1c(Cl)c(-c2n[nH]c(=S)n2CC(C)C)nn1C | 3.5 | 17.2 | 2.9 | 2.5 | 6.4 | 0.6 | 1.0 | 7.7 | 2.3
O=C(CSc1nnc(Cc2ccccc2)n1-c1ccccc1)NNC(=O)Cc1ccccc1 | 0.1 | 13.3 | 11.7 | -1.6 | 0.1 | 8.7 | 0.2 | 0.4 | -5.3
Cc1ccccc1Cn1cc(NC(=O)c2cc(-c3cccs3)on2)cn1 | 9.3 | -3.0 | 11.0 | 2.8 | -11.1 | 4.3 | 0.5 | 2.1 | 1.1
COc1cc(C2NC(=O)NC(C)=C2C(=O)OC(C)(C)C)ccc1OCC(N)=O (configuration not stated) | 1.5 | 15.5 | -1.8 | -6.7 | 4.4 | 15.4 | 5.7 | -0.2 | -4.5
Cc1cc(C(=O)NCC(=O)Nc2c(C)cccc2C)c2ccccc2n1 | 0.5 | 4.9 | 1.3 | nt | -0.6 | 1.5 | -1.3 | 3.1 | 1.8
O=C(C[C@H]1C/C=C\CCC(=O)O[C@@H](c2ccccc2)CNC1=O)NCCO | nt | 3.4 | 1.9 | nt | nt | -3.3 | nt | -5.7 | -1.9
O=C(NCc1ccc2c(c1)OCO2)c1c(-c2ccsc2)sc2ccccc12 | nt | -8.4 | 2.3 | nt | nt | 1.5 | nt | 5.7 | -1.0
CN(C(=O)c1cccc(C#N)c1)c1nnc(C2CCOC2)s1 (configuration not stated) | 3.7 | -3.3 | 4.0 | -0.8 | -0.2 | 5.0 | -0.3 | 1.2 | -5.6
CCOC(=O)N1CCC(N(CCN(C)C)C(=S)Nc2cccc(OC)c2)CC1 | 7.0 | -6.2 | -0.5 | 8.3 | -2.5 | 6.6 | 1.0 | 4.1 | 0.5
Cc1onc(-c2ccccc2)c1C(=O)N1CCN(S(=O)(=O)c2ccc3c(c2)OCCO3)CC1 | -1.8 | 10.6 | 5.0 | 1.6 | -0.9 | 1.0 | -2.4 | -1.2 | -1.4
Cc1ccc(-c2nnc3n2CCCCC3)cc1 | 6.6 | 0.6 | -2.1 | -3.8 | 0.5 | 7.0 | 0.5 | 3.0 | 2.2
CC(C)C(=O)N1CCN(c2ccccc2NC(=O)c2cccc3ccccc23)CC1 | -0.3 | 5.0 | -1.4 | 8.6 | 8.7 | -2.7 | -0.7 | 7.8 | 0.8
O=c1cc(N2CCc3ccccc3C2)[nH]c(=O)n1-c1ccccc1Cl | 2.9 | -9.0 | 3.0 | -3.3 | 0.0 | 7.1 | 1.2 | -3.2 | 0.0
COc1ccc(C(CC(=O)NCCN2CCOCC2)NS(=O)(=O)c2ccc(C)cc2)cc1 (configuration not stated) | -0.5 | -9.0 | 1.1 | 5.4 | -7.7 | 6.2 | 1.4 | 4.0 | -1.0
CC(=O)c1ccccc1Oc1ncnc(N)c1[N+](=O)[O-] | 4.0 | -10.8 | 5.1 | 5.1 | 3.3 | 3.0 | 2.4 | -8.2 | -1.3
Cc1cccc(C)c1NC(=O)C[N+](C)(C)CC(O)COc1cccc2ccccc12 (configuration not stated) | -4.5 | -60.5 | 3.8 | 6.5 | 1.8 | -0.5 | 1.1 | -0.1 | -0.6
CCC(C)NS(=O)(=O)c1ccc(OCC(=O)Nc2ccc3c(c2)OCO3)cc1 (configuration not stated) | 0.7 | 4.4 | 9.2 | -3.6 | 3.6 | 3.6 | 0.5 | 5.0 | -2.7
COc1ccc(O)c(C(=O)c2cc(C#N)c(=O)n(-c3c(C)n(C)n(-c4ccccc4)c3=O)c2)c1 | 2.8 | -3.7 | -1.0 | -0.6 | -0.1 | 3.3 | 3.8 | 7.8 | -1.0

Some of the entries above, reformatted:
Cc1cc(C(=O)NCC(=O)Nc2c(C)cccc2C)c2ccccc2n1
- LYPLA2 counter = 0.5
- PREPL inh = 4.9
- pPAFAH FP inh = 1.3
- GSTO1 counter = nt
- PME-1 inh = -0.6
- PAFAH1B2 FP inh = 1.5
- LYPLA1 inh = -1.3
- PAFAH1B3 FP inh = 3.1
- PAD4 FP inh = 1.8

O=C(C[C@H]1C/C=C\CCC(=O)O[C@@H](c2ccccc2)CNC1=O)NCCO
- LYPLA2 counter = nt
- PREPL inh = 3.4
- pPAFAH FP inh = 1.9
- GSTO1 counter = nt
- PME-1 inh = nt
- PAFAH1B2 FP inh = -3.3
- LYPLA1 inh = nt
- PAFAH1B3 FP inh = -5.7
- PAD4 FP inh = -1.9

An excerpt (hit frequency here may not be typical).
